# Source: PubChem (National Center for Advancing Translational Sciences (NCATS))
# CHX counter: counter-screen for Shiga toxin inhibitors: cycloheximide protein synthesis inhibition; cell reporter, cycloheximide protein synthesis inhibition counterscreen; AID 2314; max response, %; 300,000 tested, 12% active; in the data active means max response mostly above about 13%, no sharp cut-off; inactive means mostly below about 14%; further: read at 38.3 µM for the half of the compounds with a filed dose; 0% is about no effect
# Giardia FBPA inh: inhibitors of Giardia lamblia fructose-1,6-bisphosphate aldolase; purified Giardia FBPA; A8B2U2; 290,000 tested, 0.71% active; Potency, µM (series often up to 59.6 µM), for inactives: top-dose activity, negative = inhibition, most hits filed as inhibitors; further: potency means the concentration at half of the fitted maximal effect; on the % scale 0 is the no-effect control and ±100 the full control effect; nearly all actives have a fitted effect of over 55% in size
# Target sequence (A8B2U2 whole entry, looked up): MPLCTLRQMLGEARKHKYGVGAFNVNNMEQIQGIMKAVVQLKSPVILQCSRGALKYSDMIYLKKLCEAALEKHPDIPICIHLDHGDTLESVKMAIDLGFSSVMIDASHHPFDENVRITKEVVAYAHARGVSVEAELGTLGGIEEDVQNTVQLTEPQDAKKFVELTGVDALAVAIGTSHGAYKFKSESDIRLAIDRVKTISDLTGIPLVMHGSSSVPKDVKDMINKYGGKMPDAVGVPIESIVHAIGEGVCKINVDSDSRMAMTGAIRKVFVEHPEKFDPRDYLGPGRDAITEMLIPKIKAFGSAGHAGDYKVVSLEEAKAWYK
#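 Giardia FBPA (40 nM reagent) was preincubated 10 min at RT with compound (up to 57.5 uM final), then substrate plus GAPDH/TPI/NAD/arsenate coupling system with diaphorase/resazurin was added; resorufin fluorescence (525/598 nm) was read after 20 min.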
# AmpC detergent: inhibitors of E. coli AmpC beta-lactamase with detergent; AmpC hydrolysis of nitrocefin, absorbance 480 nm, 0.01% Triton; Potency, µM (titrated, usually from 114 µM), inactives show at the top dose activity change, negative = inhibition, most hits filed as inhibitors; P00811; 370,000 tested, 0.041% active; AID 485294;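 further: potency means the concentration at half of the fitted maximal effect; 0% = no-compound wells and -100% = no-enzyme wells; nearly all actives have a fitted effect of over 25% in size; some results filed as inactive show a strong effect at the top dose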
# Target sequence (P00811 whole entry, looked up): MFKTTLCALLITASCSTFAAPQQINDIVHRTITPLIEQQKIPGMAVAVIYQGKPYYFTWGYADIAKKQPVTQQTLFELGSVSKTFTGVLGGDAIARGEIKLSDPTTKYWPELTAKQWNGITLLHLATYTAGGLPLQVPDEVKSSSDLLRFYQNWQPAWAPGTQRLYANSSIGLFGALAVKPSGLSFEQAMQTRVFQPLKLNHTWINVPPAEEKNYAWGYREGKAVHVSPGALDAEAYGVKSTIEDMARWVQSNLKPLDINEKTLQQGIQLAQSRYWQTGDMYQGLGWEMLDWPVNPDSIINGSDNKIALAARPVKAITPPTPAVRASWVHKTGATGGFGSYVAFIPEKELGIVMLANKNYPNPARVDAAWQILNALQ
#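 20 mM phosphate pH 7.0 + 0.01% (detergent screen) or 0.0001% Triton X-100; 5.3 nM AmpC reagent; cpd preinc 15 min RT; nitrocefin (800 uM stock) to start; A480 q20 s × 4 min; Activity was normalised to no-enzyme and no-compound control wells.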
# HCMV antiviral: human cytomegalovirus inhibition. HFF cells, HCMV-luciferase reporter, 72 h; stronger effect = lower value. activity change, negative = inhibition, % at 57.5 µM. 410,000 tested, 4.5% active; in the data active means activity change below about -60%; inconclusive means no clear call, values can overlap the other calls; inactive means above about -39%; further: on the % scale 0 is the no-effect control and ±100 the full control effect
#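 Compounds were evaluated in HFFs infected with an HCMV luciferase reporter virus (MOI 1 PFU/cell). Luciferase in lysates collected 72 h post infection served as the replication measure.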
# AmpC no deterg: inhibitors of E. coli AmpC beta-lactamase without detergent. AID 485341. 330,000 tested, 0.52% active. P00811. AmpC nitrocefin hydrolysis, absorbance 480 nm, 0.0001% Triton. Potency, µM (titrated, usually from 57.1 µM), without a hit: at the highest dose activity change, negative = inhibition, usual class: inhibitors;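 further: potency means the concentration at half of the fitted maximal effect; plate controls were no compound for no effect and no enzyme for full effect; nearly all actives have a fitted effect of over 20% in size; some results filed as inactive show a strong effect at the top dose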
#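 20 mM phosphate pH 7.0 + 0.01% (detergent screen) or 0.0001% Triton X-100; 5.3 nM AmpC reagent; cpd preinc 15 min RT; nitrocefin (800 uM stock) to start; A480 q20 s × 4 min; Activity was normalised to no-enzyme and no-compound control wells.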
# Shiga toxin inh: inhibitors of Shiga toxin in Vero cells; Vero cells, Shiga toxin protein synthesis inhibition reporter; inhibition, % at 38.7 µM; 290,000 tested, 9.2% active; AID 2315; in the data active means inhibition mostly above about 28%, no sharp cut-off; inactive means mostly below about 43%; further: 0% is about no effect
# AMA1-RON2 inh: AMA1-RON2 (P. falciparum) interaction inhibition; AlphaScreen AMA1-biotinylated RON2 peptide binding; Potency, µM (top dose mostly 58.2 µM), without a hit: at the top dose activity change, negative = inhibition, hits mostly inhibitors; 360,000 tested, 0.2% active;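 further: potency means the concentration at half of the fitted maximal effect; 0% = vehicle wells and -100% = peptide control; nearly all actives have a fitted effect of over 45% in size; some results filed as inactive show a strong effect at the top dose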
#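 AMA1 (3D7) with his tag at 25 nM final met compounds first, then biotinylated RON2 peptide at 25 nM; detection used donor plus acceptor beads, 10 µg/mL apiece, read by AlphaScreen after 30 min at room temperature.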
# The depositor's hits bear a star; ? = inconclusive; . = no result given; & = joins results of further samples; [ ] = remark or other dose. Unless noted, the call rests on the fitted dose curve; in most records, active means well fitted curve in the direction sought with a large enough effect; inconclusive means small, poorly fitted or top-dose-only effect, or another doubt; inactive means no such curve, though single readings can be large; an effect the other way counts as inactive or inconclusive.
SMILES,CHX counter,Giardia FBPA inh,AmpC detergent,HCMV antiviral,AmpC no deterg,Shiga toxin inh,AMA1-RON2 inh
CCC(C)Sc1nc2c(c(=O)[nH]c(=O)n2C)n1CC(O)COc1ccccc1C (stereo not drawn),-3,-12%,0%,13,26%,-3,-7%
O=C1c2oc3ccc(Cl)cc3c(=O)c2C(c2cccc(Br)c2)N1CCO (stereo not drawn),-3,-3%,-7%,-13,46%,8,0%
Cc1ccc(/C=N/NC(=O)NN(C)c2ncc(C(F)(F)F)cc2Cl)cc1,0,1%,6%,23,-30%,-8,36%[activator]
COCCn1c(SCc2ccc(C(=O)OC)o2)nnc1-c1c[nH]c2ccccc12,-5,-1%,?,?,-15%,-14,-22%
COC(=O)C1=C(c2c(C)noc2C)C[C@@H]2CC[C@H]1N2C(=O)NC(C)C,.,.,10%,-4,-9%,.,3%
O=C(Nc1nccs1)c1cc(Cl)ccc1[N+](=O)[O-],-2,-2%,-8%,60,-15%,-6,-3%
NS(=O)(=O)c1ccc(NC(=O)COC(=O)CSc2n[nH]c(-c3ccccc3)n2)cc1,-5,4%,?,-29,-1%,-4,1%
CN(Cc1nc(-c2ccc(Cl)cc2)no1)C(=O)c1ccco1,12*,.,-1%,-3,0%,44,15%
Cc1ccc(NC(=S)N2CCC(NC(=O)C3CCCCC3)CC2)cc1C,6,-5%,-1%,-17,3%,-6,1%
O=C(C1CCCN1S(=O)(=O)c1ccc(Cl)c(Cl)c1)N1CCOCC1 (stereo not drawn),-3,6%,-6%,62,3%,-10,0%
CC(=O)Nc1ccc(S(=O)(=O)N(CCCN2CCOCC2)Cc2cccs2)cc1,-5,?,-8%,-14,2%,4,-7%
CCOC(=O)CC(c1ccc(N)cc1)n1c(C)ccc1C (stereo not drawn),-2,-5%,7%,-1,39%,13,4%
CNc1ccc(C(=O)OCC(=O)Nc2ccnn2C(C)C)cc1[N+](=O)[O-],.,.,-13%,-5,-16%,.,-3%
Cc1cccc(N(Cc2ccccc2)C(=O)c2cc(S(=O)(=O)N3CCOCC3)ccc2Cl)c1,.,.,1%,?,77%[activator],.,-16%
CCOc1ccc(NC(=O)CCc2c(C)nn(-c3ccc(N4CCCCC4)nn3)c2C)cc1,27*,.,1%,3,99%[activator],45*,-13%
Cc1ccc(-c2nn[nH]n2)cc1,1,?,4%,-18,-11%,-3,-9%
CCN(CC)C(=O)c1ccc2nc3ccccc3nc2c1,30*,-5%,-5%,-95*,-5%,65*,7%
CC(C)(C)OC(=O)N1CCC(NC(=O)c2nc[nH]c2C(=O)N2CCN(C(=O)OC(C)(C)C)CC2)CC1,.,.,-9%,-19,21%,.,12%
Cc1c(C(=O)Nc2ccccc2)csc1-c1ccccc1,36*,2%,-15%,48,-24%,40*,-7%
O=S(=O)(c1ccc(Br)s1)n1cccn1,3,4%,-8%,-36,-2%,-6,8%
O=C(Nc1ncc2c(n1)-c1ccccc1OC2)c1cccc([N+](=O)[O-])c1,7,4%,8%,-24,-34%,21,65%[activator]
CN1C(=O)CSC1=Nc1ccc(F)cc1,-1,0%,-2%,10,-8%,-5,-9%
Cn1nnnc1SCC(=O)Nc1nc2c(F)c(F)c(F)cc2s1,.,.,.,30,-19%,.,-3%
COC(=O)CON1C(=O)c2ccccc2C1=O,0,0%,-6%,15,-19%,-6,-6%
COc1ccc(-n2c(=O)c3c(C)c(C)sc3n(Cc3ccc(F)cc3)c2=O)c(OC)c1,-2,-5%,9%&4%,-36&-9,-21%,-9,-7%

# Brought forward from above: 2 entries; new compounds follow.
SMILES,CHX counter,Giardia FBPA inh,AmpC detergent,HCMV antiviral,AmpC no deterg,Shiga toxin inh,AMA1-RON2 inh
COC(=O)CON1C(=O)c2ccccc2C1=O,0,0%,-6%,15,-19%,-6,-6%
COc1ccc(-n2c(=O)c3c(C)c(C)sc3n(Cc3ccc(F)cc3)c2=O)c(OC)c1,-2,-5%,9%&4%,-36&-9,-21%,-9,-7%
Cc1nc(NC(=O)CSc2nnc(C3CC3)n2C)sc1C,12,-5%,-13%,2,-3%,24,-11%
OC1(c2ccccc2)CCN(Cc2ccccc2)C2CCCCC21 (stereo not drawn),-3,-5%,-11%,-32,-7%,-2,-7%
CC(Oc1ccc(Cl)cc1Cl)C(=O)NNC(=O)[C@@H]1CCCC[C@@H]1C(=O)O (stereo partly drawn),5,.,0%,-12,-27%,-4,32%[activator]
CCCCn1c(=O)c(C(=O)NCc2ccc(Cl)cc2)c(O)c2ccccc21,-3,9%,-14%,4,-37%,.,-4%
COc1ccc2[nH]c3c(c2c1)CCN1C(=O)N([C@@H](C)C(=O)NCc2ccc(F)cc2)C(=O)[C@]31C,-2,-11%,-9%,5,15%,-2,-14%
Cc1ccc(NC(=O)CCN2C(=O)C3C4CCC(C4)C3C2=O)cc1[N+](=O)[O-] (stereo not drawn),15,0%,0%,30,-16%,17,-27%
COc1cccc(-c2cc(C(=O)Nc3ccc4c(c3)OCCO4)c3ccccc3n2)c1,22*,?,-13%,-5,-48%,21,.
CN(CC(O)Cn1c2ccccc2c2ccccc21)S(C)(=O)=O (stereo not drawn),-2,-1%,-8%,-14,35%,-30,19%
Cc1occc1-c1nnc(SCC(=O)Nc2ccccc2-c2ccccc2)n1C,0,4%,?,?,8%,-3,-18%
COc1ccc(/C=C(\NC(=O)c2ccc(C)cc2)C(=O)N2CCCCC2)cc1,-2,-2%,3%,66,-5%,-6,-7%
Cc1ccc(C)c(S(=O)(=O)N2CCN(C(=O)c3ccc(N4CCCC4)c([N+](=O)[O-])c3)CC2)c1,1,-5%,?,-3,43%,-12,-24%
COc1cc(OC)cc(C(=O)N[C@H](C(=O)OCC(=O)Nc2cccc(F)c2)C(C)C)c1,-2,-3%,2%,1,25%,-6,1%
CN(C)c1ccc(-c2ccc3c(=O)c4ccccc4n(C)c3c2)cn1,58*,-15%,3%,-21,10%,87*,-2%
CC(=O)n1c2ccccc2c2nc3ccccc3nc21,26*,-3%,-15%,.,-14%,.,5%
O=C(CCl)NCCCN(C(=O)C(Cl)Cl)c1ccc([N+](=O)[O-])cc1,-1,3%,?,-103*,-9%,13,0%
CC(C)C(=O)NCCCc1ccccc1,-3,5%,2%,28,-11%,-16,10%
O=C(NCCN1CCN(c2ccccc2)CC1)c1ccc(NC(=O)C2CCCO2)cc1 (stereo not drawn),0,-5%,-15%,16,48%,-19,2%
CN1C(=O)NC(c2ccccc2[N+](=O)[O-])C2=C1CC(C)(C)CC2=O (stereo not drawn),-3,-17%,1%,28,-10%,-13,3%
O=C(CCC1CCCN(C2C3CC4CC(C3)CC2C4)C1)NCc1ccc(F)c(F)c1 (stereo not drawn),-2,2%,-7%,-25,1%,-9,-9%
CCS(=O)(=O)NC(C)C(c1cccs1)N1CCN(c2ccc(OC)cc2)CC1 (stereo not drawn),3,5%,-1%,-8,52%,-6,-29%
CCN(CC)CCN(C(=O)Cn1nnc(-c2ccc(OC)c(OC)c2)n1)C(C(=O)NC1CCCC1)c1ccc(F)cc1 (stereo not drawn),-4,2%,-8%,-21,-13%,-13,-4%
C/C(=N/Nc1ccccc1[N+](=O)[O-])c1ccc(C)c([N+](=O)[O-])c1,16*,-8%,0%,75,-12%,-6,-2%
Cc1ccc2[nH]c(=O)c(-c3nc4c(C)cccn4c3NCc3ccco3)cc2c1,13,-7%,1%,27,-21%,17,-7%
CCOC(=O)Cc1csc(NC(=S)NC(=O)c2ccc(F)cc2)n1,8,7.9µM*,-8%,-62*,-25%,-3,22%
CCOC(=O)C1(Cc2ccccc2)CCN(Cc2ccc3cc(NC(C)=O)ccc3n2)CC1,-2,-25%,0%,-18,85%[activator],-8,-11%
# (more compounds)
SMILES,CHX counter,Giardia FBPA inh,AmpC detergent,HCMV antiviral,AmpC no deterg,Shiga toxin inh,AMA1-RON2 inh
Cc1cccc(CCNC(=O)c2cccc(N3CCCC3=O)c2)c1,44*,.,-3%,-8,-5%,75*,12%
CCc1ccc(C(=O)NNC(=O)Cn2c(=O)cnc3ccccc32)cc1,.,.,5%,-8,-11%,.,83%[activator]
O=C(NCCN1C(=O)C2C3C=CC(C3)C2C1=O)NCc1ccccc1 (stereo not drawn),-1,-4%,-11%,12,-12%,-1,-1%
O=C(C1CCCN1S(=O)(=O)c1ccc(Cl)cc1)N1CCN(c2ccccc2)CC1 (stereo not drawn),.,.,.,70,61%[activator],.,10%
Cn1c(=O)c2c(ncn2Cc2cc(-c3ccccc3)no2)n(C)c1=O,-3,2%,-14%,-12,7%,-4,1%
CC(C)(C)OC(=O)C[C@H]1C/C=C\C[C@@H](CC(=O)N(CCO)Cc2ccccc2)C(=O)N[C@@H](c2ccccc2)COC1=O,.,.,.,45,134%[activator],.,-21%
CCc1cccc2c(C(=O)Cn3nnc(-c4ccc(OC)c(OC)c4)n3)c[nH]c12,2,-3%,5%,8,105%[activator],-2,3%
Cc1ccc(OCC(=O)c2cc(C)n(CC(F)(F)F)c2C)c([N+](=O)[O-])n1,-2,-1%,-1%,-30,90%[activator],27,8%
O=C(c1ccc(N2CCN(C(=O)c3ccc(F)c(F)c3)CC2)cc1)c1cccc(F)c1,3,.,2%,-72*,-20%,-14,27%
C/C(=N\Nc1nc(C)cc(-c2ccccc2)n1)c1ccc(F)cc1,7,-11%,?,-26,-24%,11,48%[activator]
CC1CCCN(c2cc(N(C)CCO)c([N+](=O)[O-])c3nonc23)C1 (stereo not drawn),-8,4%,2%,10,-14%,-25,-14%
COc1coc(C(O)CN)cc1=O (stereo not drawn),-3,-16%,?,-32,-12%,-5,-5%
O=C(CN1C(=O)COc2ccccc21)NCCCN1CCc2ccccc2C1,-3,?,-5%,42,-12%,-7,-7%
CCOc1ccccc1NC(=O)CN1CCC(NC(=O)Nc2ccccc2)CC1,-5,2%,-13%,?,-25%,2,-4%
Cc1nnc2n(-c3ccccc3)c(=O)c3c4c(sc3n12)COC(C(C)C)C4 (stereo not drawn),-2,8%,?,17,-8%,-4,4%
CCCn1c(SCC(=O)C(C)(C)C)nc2ccccc21,2,-9%,?,-67*,-17%[11.4 µM],23,-29%
CC(=O)NC(CC(=O)Nc1nc(-c2ccccc2)c(C(C)=O)s1)c1ccccc1 (stereo not drawn),-6,0%,6%,31,-6%,-6,11%
COc1ccccc1-c1nc(C#N)c(NCCCn2ccnc2)o1,-2,0%,-5%,16,-4%,-8,-8%

# An excerpt from above, reduced to Shiga toxin inh, AMA1-RON2 inh and HCMV antiviral.
smiles,Shiga toxin inh,AMA1-RON2 inh,HCMV antiviral
Cn1c(=O)c2c(ncn2Cc2cc(-c3ccccc3)no2)n(C)c1=O,-4,1%,-12
CC(C)(C)OC(=O)C[C@H]1C/C=C\C[C@@H](CC(=O)N(CCO)Cc2ccccc2)C(=O)N[C@@H](c2ccccc2)COC1=O,.,-21%,45
CCc1cccc2c(C(=O)Cn3nnc(-c4ccc(OC)c(OC)c4)n3)c[nH]c12,-2,3%,8
Cc1ccc(OCC(=O)c2cc(C)n(CC(F)(F)F)c2C)c([N+](=O)[O-])n1,27,8%,-30
